High-throughput results from PubChem.
mIAP block: mouse IAP inhibition | inhibition, % at 10 µM | purified mouse IAP, CDP-Star luminescence, 30 min | actives 0.2% (n = 330,000);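 active means inhibition of at least 40% at 10 µM in the primary screen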;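 further: plate controls were DMSO with enzyme for no effect and no enzyme wells for full effect; values of inactives mirror those of a sister screen read the other way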
TIM10 inh: TIM10 yeast growth inhibition | S. cerevisiae TIM10 strain growth, BacTiter-Glo luminescence, 24 h | inhibition, % at 10 µM | actives 1.4% (n = 330,000);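 active means inhibition of 40% or more at the single tested concentration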;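 further: wild-type TIM10 isogenic control strain grown at permissive 25 °C; 0% = DMSO yeast wells and 100% = minimal medium wells without yeast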
beta cell repl: induces beta-cell replication in MIN6 cells; AID 2380; MIN6 cells proliferation, ATPlite luminescence, 48 h; cells starved in 0.2% serum; 100% = growth in 10% serum; actives 0.29% (n = 330,000); proliferation, % at 10 µM;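 active means compounds whose signal lies at least 3.5 SD above the mean of all wells on their plate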;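 further: 0% = DMSO-treated cells in low-serum medium and 100% = 10% serum control; some compounds called inactive have numbers as strong as hits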
mIAP act: mouse IAP activation; activation factor at 10 µM; actives 0.24% (n = 330,000); AID 2805; muIAP, CDP-Star luminescence, 30 min; active compounds read high; 1 = vehicle-only enzyme signal, 0 = enzyme-free wells;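 active means activation factor of at least 2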; further: the source names both 10 and 20 µM as test concentration; values of inactives mirror those of a sister screen read the other way
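Assay system: mouse IAP enzyme; Reagent: CDP-Star chemiluminescent phosphatase substrate; Compound: DMSO-dissolved test compounds; Incubation: 30 min, room temperature; Technique: luminescence from enzymatic CDP-Star hydrolysis; Controls: DMSO-only wells and no-enzyme negative control.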
APOBEC3G inh: APOBEC3G (human) deaminase inhibition. actives 0.28% (n = 330,000). recombinant A3G, ssDNA deamination FAM/TAMRA fluorescence. Q9HC16. inhibition, % at 20 µM;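 active means inhibition of at least 40% at 20 µM, with no more than 30% in the related APOBEC3A deaminase screen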;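 further: plate controls were DMSO wells with A3G for no effect and wells lacking A3G enzyme for full effect; some compounds called inactive have numbers as strong as hits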
Target sequence (Q9HC16 whole entry, looked up): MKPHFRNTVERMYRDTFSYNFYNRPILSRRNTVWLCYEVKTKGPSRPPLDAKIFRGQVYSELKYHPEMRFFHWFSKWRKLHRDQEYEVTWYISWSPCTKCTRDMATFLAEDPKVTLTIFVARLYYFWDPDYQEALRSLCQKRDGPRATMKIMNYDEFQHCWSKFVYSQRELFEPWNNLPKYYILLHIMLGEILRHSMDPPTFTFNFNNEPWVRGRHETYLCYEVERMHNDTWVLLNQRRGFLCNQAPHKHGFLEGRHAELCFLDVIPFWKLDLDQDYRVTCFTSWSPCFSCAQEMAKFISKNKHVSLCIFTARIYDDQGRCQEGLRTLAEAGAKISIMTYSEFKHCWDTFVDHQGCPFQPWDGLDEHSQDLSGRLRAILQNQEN
NALP3 yeast inh: NALP3 inhibition in yeast; Yeast reconstituted NLRP3/ASC/caspase-1, beta-gal luminescence, 24 h; inhibition, % at 10 µM; actives 0.39% (n = 330,000);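 active means inhibition of 50% or more; inactive means inhibition below 50%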;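 further: plate controls were induced DMSO wells for no effect and uninduced yeast grown without galactose for full effect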
hIAP inh: blocks human intestinal alkaline phosphatase | purified IAP, CDP-Star luminescence, 30 min | inhibition, % at 10 µM | actives 0.12% (n = 330,000);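 active means inhibition reaching a set limit with compound at 10 µM in the primary screen, cut at about 35% in these data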;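 further: plate controls were DMSO wells with enzyme for no effect and no-enzyme buffer wells for full effect; values of inactives mirror those of a sister screen read the other way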
tim10-1 inh: growth inhibitors of tim10-1 mutant yeast | actives 2.2% (n = 330,000) | inhibition, % at 20 µM | S. cerevisiae tim10-1 ts strain growth, BacTiter-Glo, 24 h;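 active means inhibition of at least 40%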;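 further: mutant grown at 25 °C; 0% = DMSO wells with yeast and 100% = wells holding no yeast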
APOBEC3A inh: human APOBEC3A DNA deaminase inhibition; recombinant A3A, FAM/TAMRA ssDNA deamination fluorescence; inhibition, % at 20 µM; actives 0.41% (n = 330,000);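 active means at least 40% inhibition at 20 µM here, with at most 30% in a related deaminase screen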;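 further: plate controls were A3A with DMSO for no effect and wells lacking A3A enzyme for full effect; some results filed as inactive read as strong as hits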
Target sequence (P31941 whole entry, looked up): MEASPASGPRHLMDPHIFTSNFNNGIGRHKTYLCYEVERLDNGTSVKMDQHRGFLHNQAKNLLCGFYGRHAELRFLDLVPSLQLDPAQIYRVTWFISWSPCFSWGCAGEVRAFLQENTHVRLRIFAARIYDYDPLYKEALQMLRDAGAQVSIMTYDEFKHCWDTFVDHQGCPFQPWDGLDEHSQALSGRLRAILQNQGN
Starred values were filed as active, the others as inactive.

SMILES	mIAP block	TIM10 inh	beta cell repl	mIAP act	APOBEC3G inh	NALP3 yeast inh	hIAP inh	tim10-1 inh	APOBEC3A inh
CNP1(NC)=Nc2nn(-c3ccccc3)c(N)c2C(c2ccccc2)=N1	9	3	-4	0.91	1	-12	15	-3	4
Cc1cccc(-n2c(-c3ccc([N+](=O)[O-])cc3)nc3ccccc3c2=O)c1	-3	17	-2	1	-1	4	-7	28	4
Cc1cc(C)c(S(=O)(=O)NCC2CCC(C(=O)N3CCC4(CC3)OCCO4)CC2)c(C)c1 (stereo not drawn)	-20	-1	-2	1.2	-4	6	-13	-7	-1
CC(C(=O)Nc1ccc(Br)cc1C(=O)c1ccccc1)N1CCCCC1 (stereo not drawn)	20	25	-5	0.81	-4	5	6	24	-2
COC(=O)C1=C(c2ccc(F)cc2OCc2ccccc2)C[C@@H]2CC[C@H]1N2C(=O)N1CCC(O)(c2ccc(Cl)cc2)CC1	-11	18	-5	1.1	-4	27	10	13	0
Cc1ccc(/C=C2/C(=O)NC(=O)N(CC3CCCO3)C2=O)s1 (stereo not drawn)	3	-7	0	0.97	-5	4	13	4	1
Oc1ccccc1-[n+]1c(-c2ccccc2)cc(-c2ccccc2)c(O)c1-c1ccccc1	-1	10	-8	1	6	4	-14	9	6
C=C[C@@H]1C2=CCOC(=O)C2=CO[C@H]1O[C@@H]1O[C@H](CO)[C@@H](O)[C@H](O)[C@H]1O	-7	8	2	1.1	-12	7	22	-1	-4
O=C(N/N=C1/CN2CCC1CC2)c1cc2ccccc2cc1O	19	-4	-2	0.81	-5	6	3	8	-2
O=C(Cc1ccccc1)Oc1ccc(N2C(=O)C3CCCCC3C2=O)cc1 (stereo not drawn)	5	23	-1	0.95	-2	19	-14	26	3
COc1cc(/C=C/[N+](=O)[O-])ccc1O	46*	19	-9	0.54	0	23	24	43*	6
C[C@]12CCC3C(CC[C@H]4C[C@@H](O)CC[C@]34C)C1C/C(=N/O)[C@@H]2O (stereo partly drawn)	0	7	-4	1	-4	36	0	19	-2
CN1CC2=CC(O)CC3Oc4c(O)ccc(c4[C@]23C)C1 (stereo partly drawn)	7	-6	-2	0.93	-6	0	12	-14	-3
O=C(C1CC(=O)N(C2CCCC2)C1)N1CCC2(CC1)OCCO2 (stereo not drawn)	-3	4	1	1	15	25	6	-5	12
Cc1c(Cl)cccc1NC(=S)N1CC2CC(C1)c1cccc(=O)n1C2 (stereo not drawn)	10	1	0	0.9	1	15	10	-1	1
Cc1nc2cc(C(F)(F)F)ccc2n1C1CCN(Cc2nnnn2CCc2ccccc2)CC1	10	19	-4	0.9	-4	14	6	26	-17
O=C(COC(=O)Cc1ccccc1)Nc1cc(S(=O)(=O)N2CCCCC2)ccc1Cl	2	-3	5	0.98	-11	27	-2	4	0
COC(=O)C1=C(c2ccccc2)C[C@@H]2CC[C@H]1N2C(=O)NC1CC1	2	5	7	0.98	-5	8	-9	-10	2
CC(=O)c1cn(CC(=O)NCCc2c[nH]c3ccccc23)c2ccccc12	8	14	1	0.92	-2	-4	11	-12	-7
CN1C(=O)C(=Cc2ccc(N3CCOCC3)o2)C(=O)N(C)C1=O	23	-2	-3	0.77	-3	24	26	-5	-3
CCCCC(=O)N/N=C/c1c(O)n(-c2cccc3ccccc23)c(=O)[nH]c1=O	-4	-8	0	1	-3	27	-20	-11	1
Cc1cc(C=C2C(=O)NC(=S)NC2=O)c(C)n1-c1ccc2c(c1)OCO2	33	6	-5	0.67	20	-9	14	9	20
COc1cc2ccc(=O)oc2c2ccoc12	0	0	12*	1	-10	20	-6	-5	-2
CC(Cc1ccccc1)NC(=O)c1ccc(N)cc1 (stereo not drawn)	4	3	3	0.96	2	12	-4	0	1
COc1ccccc1CNCCc1ccc(F)cc1	2	6	2	0.98	-7	10	-15	8	-3
Cc1ccc(Cn2nc(C)c(C=O)c2Cl)cc1	-6	9	-5	1.1	-11	25	1	8	3
NC(Cc1nc2ccccc2[nH]1)c1ccc(Cl)cc1 (stereo not drawn)	1	1	-1	0.99	0	-6	-35	5	0
Cc1ccc(-n2c(C)cc(/C=C3\C(=O)NC(=O)N(C)C3=O)c2C)cc1C	10	-37	0	0.9	-4	9	-2	-17	3
CC(=O)O[C@@H]1/C=C/[C@](C)(O)C[C@@H](C)C/C=C/[C@H]2[C@@H]3O[C@]3(C)[C@@H](C)[C@H]3[C@H](Cc4ccccc4)NC(=O)[C@@]312	6	6	-2	0.94	-5	4	3	8	-1
CC(C)(C)c1ccc(C(=O)C2CCCN(C3CCC3)C2)cc1 (stereo not drawn)	0	-42	-5	1	-6	25	-22	-40	2
CCN1CCN(Cc2nnnn2C(C)(C)C)CC1	-2	5	-2	1	-1	25	9	-5	-3
O=C(Nc1ccc(Br)cc1)N1C[C@H]2C[C@@H](C1)c1cccc(=O)n1C2	6	-7	-4	0.94	6	7	9	-12	1
COc1ccc(OC)c(N2C(=O)CC(=O)NC2=O)c1	-1	-5	0	1	-1	3	0	-2	-1
C/C(CC(c1ccccc1)c1c(O)c2ccccc2oc1=O)=N\NC(N)=S (stereo not drawn)	-1	-14	1	1	1	17	-3	32	8
CN(Cc1ccccc1)C(=O)CN1CCCC1=O	6	-4	-3	0.94	-4	16	16	2	-2
Cn1c(O)c(Cc2cccc(Cl)c2Cl)c(=O)n(C)c1=O	2	1	-2	0.98	-11	15	-4	14	-5

Six entries from above, as a markdown table:
| molecule | mIAP block | TIM10 inh | beta cell repl | mIAP act | APOBEC3G inh | NALP3 yeast inh | hIAP inh | tim10-1 inh | APOBEC3A inh |
| --- | --- | --- | --- | --- | --- | --- | --- | --- | --- |
| CC(=O)O[C@@H]1/C=C/[C@](C)(O)C[C@@H](C)C/C=C/[C@H]2[C@@H]3O[C@]3(C)[C@@H](C)[C@H]3[C@H](Cc4ccccc4)NC(=O)[C@@]312 | 6 | 6 | -2 | 0.94 | -5 | 4 | 3 | 8 | -1 |
| CC(C)(C)c1ccc(C(=O)C2CCCN(C3CCC3)C2)cc1 (stereo not drawn) | 0 | -42 | -5 | 1 | -6 | 25 | -22 | -40 | 2 |
| CCN1CCN(Cc2nnnn2C(C)(C)C)CC1 | -2 | 5 | -2 | 1 | -1 | 25 | 9 | -5 | -3 |
| O=C(Nc1ccc(Br)cc1)N1C[C@H]2C[C@@H](C1)c1cccc(=O)n1C2 | 6 | -7 | -4 | 0.94 | 6 | 7 | 9 | -12 | 1 |
| COc1ccc(OC)c(N2C(=O)CC(=O)NC2=O)c1 | -1 | -5 | 0 | 1 | -1 | 3 | 0 | -2 | -1 |
| C/C(CC(c1ccccc1)c1c(O)c2ccccc2oc1=O)=N\NC(N)=S (stereo not drawn) | -1 | -14 | 1 | 1 | 1 | 17 | -3 | 32 | 8 |

(list continues)
SMILES	mIAP block	TIM10 inh	beta cell repl	mIAP act	APOBEC3G inh	NALP3 yeast inh	hIAP inh	tim10-1 inh	APOBEC3A inh
CCCCn1c(=O)c(C(=O)Nc2ccccc2F)c(O)c2ccccc21	1	-6	-3	0.99	-6	22	-10	-36	-8
O=C(Nc1ccccc1OC(=O)N1CCOCC1)N1CCOCC1	12	10	-1	0.88	-2	-6	3	-1	-1
CC(C)[C@]12CC(=O)[C@H](C)[C@H]1C2	-7	2	0	1.1	-4	14	13	-17	2
O=C(CN1C(=O)CN=C(c2ccccc2Cl)c2cc(Cl)ccc21)NCc1ccco1	-10	-19	1	1.1	2	13	16	-7	-1
C[N+]12CN3CN(CN(C3)C1)C2	-10	-4	-4	1.1	35	9	9	-6	54
CCCCn1c(O)c(C(C)=NCc2ccc(F)cc2)c(=O)[nH]c1=O	-6	-1	-2	1.1	-4	-4	4	-1	-2
OCC12CO[C@@H]3c4ccccc4[C@H](OC1)N32 (stereo partly drawn)	1	-14	-2	0.99	-7	2	-9	2	-5
CCN1C[C@]2(C)CC[C@H](OC)[C@]34C2[C@H](OC(C)=O)[C@@]2(OCO[C@@]25C[C@H](OC)[C@H]2C[C@]3(O)C5[C@H]2OC)[C@@H]14	0	-2	-4	1	-8	-5	2	2	-3
O=C1NC(=O)N(c2ccc3c(c2)OCO3)C(=O)/C1=C/c1ccc(N2CCCCC2)o1	17	9	0	0.83	6	40	20	13	7
CCN1CCN(Cc2ccccc2C)CC1	5	-1	-1	0.95	-6	12	3	14	2
CCC(=NCc1cccnc1)c1c(O)n(-c2ccc(Cl)cc2)c(=O)[nH]c1=O	-6	10	1	1.1	-8	11	-6	-2	-3
Cc1noc(C)c1CC(=O)N1CCCC(N2CCN(c3ccccc3F)CC2)C1 (stereo not drawn)	2	8	-2	0.97	4	10	-4	-3	-2
COc1ccc2[nH]cc(CCN(C)C)c2c1	3	2	-2	0.97	-3	17	0	7	-2
CC1CCCC(C)N1/N=C/c1c[nH]c2ccc(Br)cc12 (stereo not drawn)	1	42*	-2	0.99	-3	5	2	34	0
O=C1CC(=O)N(c2ccccc2)C(=O)N1c1ccccc1	1	7	2	0.99	-2	12	4	-9	3
CC(C)OC(=O)C1C(=O)NC2(C)CC1c1ccccc1O2 (stereo not drawn)	-12	-1	2	1.1	-1	1	1	6	-2
COc1ccc(C(=O)C2CCCN(Cc3ccon3)C2)c(OC)c1 (stereo not drawn)	7	2	-2	0.93	-5	20	0	12	-1
COCCNC(=O)N1[C@H]2CC[C@@H]1C(C(=O)OC)=C(c1ccc(OC)c(OC)c1)C2	0	-4	8	1	-10	12	2	9	-5
O=C(N/N=C/c1c(O)n(CCc2ccccc2)c(=O)[nH]c1=O)c1ccccc1	16	5	4	0.84	1	5	-8	20	-1
COC(=O)C1=C(c2ccc(C(C)=O)cc2)C[C@@H]2CC[C@H]1N2C(=O)NCC1CC1	5	1	-1	0.95	-7	6	5	2	-2
CCOC(=O)c1ccc(N=C(C)c2c(O)[nH]c(=O)[nH]c2=O)cc1	-7	6	1	1.1	-5	10	-3	-4	-1
O=c1c2ccccc2nc(-c2ccco2)n1-c1ccncc1	-20	-17	-1	1.2	-8	3	-13	-2	-4
Cc1ccc(O)c(C(=O)c2cc(C(=O)NCCC(C)C)c(=O)n(CCC(C)C)c2)c1	12	-4	-4	0.88	-3	17	12	25	0
CCOc1ccc(-c2cc(C)[n+](CCN(CC)CC)c(-c3ccc(OCC)cc3)c2)cc1	-2	17	-4	1	-8	21	5	9	-3
C[C@]12CCC3C(CC[C@H]4C[C@H](N)CC[C@]34C)C1CC[C@H]2O (stereo partly drawn)	1	1	2	0.99	-8	25	-8	22	-3
CC(C)(C)P(=O)(NCc1ccccc1)c1ccccc1 (stereo not drawn)	-6	-10	-2	1.1	-5	-5	12	7	2
Cc1ccc(C(=O)C2CN(C)CC2C(=O)c2ccc(C)cc2)cc1 (stereo not drawn)	9	10	-4	0.91	-9	40	-8	15	-4
COC(=O)C1=CO[C@@H](C)[C@@H]2CN3CC[C@]4(C(=O)Nc5ccccc54)[C@@H]3C[C@H]12	-15	10	-1	1.2	-9	8	3	25	-7

A portion of the library; count on the stated rates, not on these rows.
